SNCA expr inhib: reduces expression of the alpha-synuclein gene. HEK-293 SNCA-luciferase knock-in, luminescence, 24 h. Potency, µM (highest dose often 57.2 µM), for the others: at the top dose activity change, negative = inhibition, hits mostly inhibitors. actives 0.17% (n = 140,000);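 note: potency is the fitted concentration of half-maximal effect; plate controls were DMSO cells for no effect and cell-free wells for full effect; nearly all actives have a fitted effect of over 45% in size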
HEK cytotox: kills HEK 293 cells | HEK 293 viability, ATP luminescence (CellTiter-Glo), 48-72 h | Potency, µM (doses to about 115 µM), for inactives: at the highest dose activity change, negative = cytotoxicity, hits mostly inhibitors | actives 6.6% (n = 94,000) | AID 1345083; note: potency is the fitted concentration of half-maximal effect; nearly all actives have a fitted effect of over 60% in size
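Cells seeded first (HEK 293, 250 cells/well), then compound added by pintool. Incubation ran 48 or 72 hr at 37 degree Celsius. CellTiter-Glo was added and luminescence imaged after 10 min at room temperature.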
Luciferase inh: Photinus pyralis luciferase inhibition; purified P. pyralis luciferase, luminescence, biochemical; actives 2.5% (n = 76,000); P08659; Potency, µM (top dose mostly 115 µM), for the others: at the highest dose activity change, negative = inhibition, hits mostly inhibitors; note: potency is the fitted concentration of half-maximal effect; nearly all actives have a fitted effect of over 65% in size
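Cell-free enzyme assay, 10nM P. pyralis luciferase, luciferin and ATP each at 10uM. Inhibition profiled over a 6-point titration, read as luminescence.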
NIH3T3 tox: cytotoxic compounds in NIH 3T3 cells | NIH 3T3 viability, CellTiter-Glo ATP luminescence, 48-72 h | Potency, µM (highest dose often 96.7 µM), without a hit: top-dose activity change, negative = cytotoxicity, actives largely listed as inhibitors | actives 4.3% (n = 94,000) | AID 1345082; note: potency is the fitted concentration of half-maximal effect; nearly all actives have a fitted effect of over 55% in size
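Cells were seeded at 400 per well, treated with pin-transferred compound, and kept 48 or 72 hr at 37 °C before CellTiter-Glo addition and luminescence imaging of cellular ATP.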
HEK293 viab: counter-screen for SNCA expression inhibitors: cell viability | HEK-293-SNCA-luc viability, GF-AFC fluorescence, 24 h | Potency, µM (series often up to 57.1 µM), for inactives: at the highest dose activity change, negative = cytotoxicity, actives largely listed as cytotoxic | actives 0.12% (n = 150,000);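 note: potency is the fitted concentration of half-maximal effect; 0% = DMSO-treated cells and -100% = medium-only wells without cells; nearly all actives have a fitted effect of over 30% in size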
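HEK-293-SNCA-luc cells (1500/well) plated 24 h, then exposed 24 h to a dilution series; GF-AFC added 30 min at 37C, fluorescence 405/540 nm; normalised to medium-only and DMSO wells, Hill fit.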
GPT2 inh: inhibitors of human GPT2 alanine aminotransferase | actives 0.25% (n = 100,000) | Q8TD30 | Potency, µM (titrated, usually from 57.7 µM), inactives show at the top dose activity change, negative = inhibition, hits mostly inhibitors | Recombinant GPT2, coupled pyruvate oxidase/HRP Amplex Red fluorescence; note: potency is the fitted concentration of half-maximal effect; nearly all actives have a fitted effect of over 60% in size; many of its hits are not listed in these tables
Target sequence (Q8TD30 whole entry, looked up): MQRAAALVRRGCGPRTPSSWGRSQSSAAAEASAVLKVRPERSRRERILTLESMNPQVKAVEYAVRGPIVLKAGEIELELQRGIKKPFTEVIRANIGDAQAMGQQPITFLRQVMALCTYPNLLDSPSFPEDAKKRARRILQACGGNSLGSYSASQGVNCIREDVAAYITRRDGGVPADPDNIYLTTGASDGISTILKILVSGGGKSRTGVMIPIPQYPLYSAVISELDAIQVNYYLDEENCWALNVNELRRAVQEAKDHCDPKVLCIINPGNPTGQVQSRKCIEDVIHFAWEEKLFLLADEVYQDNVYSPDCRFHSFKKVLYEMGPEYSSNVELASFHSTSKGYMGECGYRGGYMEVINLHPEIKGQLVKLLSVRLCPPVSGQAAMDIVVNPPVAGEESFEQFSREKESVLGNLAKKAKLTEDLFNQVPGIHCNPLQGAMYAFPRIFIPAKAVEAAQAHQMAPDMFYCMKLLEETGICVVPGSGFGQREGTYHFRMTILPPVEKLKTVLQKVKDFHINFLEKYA
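Recombinant GPT2 (10ng/uL) with 250uM a-KG and 2mM L-alanine, 30 min at room temperature, in HEPES pH 7.5 buffer. Pyruvate detected by pyruvate oxidase/HRP/Amplex Red fluorescence after 30 min in the dark; AOA (50uM) as positive control.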
IP6K1 inhibitor: IP6K1 kinase inhibition; actives 0.81% (n = 140,000); activity change, % (series mostly up to about 58 µM); IP6K1 kinase, ADP-Glo luminescence, 2 h; hits give low values; in the data active = activity change below about -25%
Target sequence (Q92551 whole entry, looked up): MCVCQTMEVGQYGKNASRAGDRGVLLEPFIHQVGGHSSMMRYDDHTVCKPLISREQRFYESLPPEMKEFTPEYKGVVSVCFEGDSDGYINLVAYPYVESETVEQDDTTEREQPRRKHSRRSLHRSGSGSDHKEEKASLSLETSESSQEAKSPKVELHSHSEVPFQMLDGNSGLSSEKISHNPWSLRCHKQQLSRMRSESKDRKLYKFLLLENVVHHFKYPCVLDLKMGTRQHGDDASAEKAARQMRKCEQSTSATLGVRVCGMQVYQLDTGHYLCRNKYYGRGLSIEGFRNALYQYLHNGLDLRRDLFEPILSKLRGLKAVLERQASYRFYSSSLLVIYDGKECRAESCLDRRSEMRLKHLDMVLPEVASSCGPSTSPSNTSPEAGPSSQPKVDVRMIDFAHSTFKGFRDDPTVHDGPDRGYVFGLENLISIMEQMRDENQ
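ADP-Glo luminescence measures ADP made by human IP6K1 during a 2 h RT reaction with ATP/IP6 (mix at 1.3 mM/130 uM); top library doses 57.5 and 19.1 uM final.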
An asterisk follows results filed as active; & = joins results of further samples; [ ] = another dose, or the depositor's remark. Unless noted, calls come from the whole dose curve; as a rule, active = well fitted curve in the direction sought with a large enough effect; inconclusive = small, poorly fitted or top-dose-only effect, or another doubt; inactive = no such curve, though single readings can be large; an effect the other way counts as inactive or inconclusive. Unless noted, % is set by controls: 0 for no effect and ±100 for the full control effect.

For O=C(Cn1c(=O)n(-c2ccc(F)cc2)c(=O)c2sc3ccccc3c21)NC1CCCCC1 the results were SNCA expr inhib 24%, HEK293 viab -30% and IP6K1 inhibitor -1.
For CN1C[C@@H]2C[C@H]1CN2c1cc2c(cc1F)c(=O)c(C(=O)O)cn2C1CC1 the results were SNCA expr inhib -28%[17 µM], HEK293 viab -6%[12.5 µM], GPT2 inh -4%[27.3 µM] and IP6K1 inhibitor 24.
O=C(N[C@@H]1CCC[C@@H]1C(=O)NCCc1ccccc1)c1ccncc1 was read as SNCA expr inhib 0%, HEK cytotox -1%, Luciferase inh -15%, NIH3T3 tox -17%, HEK293 viab inconclusive, GPT2 inh -21% and IP6K1 inhibitor 9.
COC[C@@H]1CN(c2cnccn2)C[C@H]1C(=O)NCc1ccccc1F was read as SNCA expr inhib -6%, HEK cytotox 0%, Luciferase inh 3%, NIH3T3 tox -16%, HEK293 viab inconclusive, GPT2 inh inactive and IP6K1 inhibitor 0.
CC(C)Cc1cc(C[C@@H]2C[C@H](NC(=O)C3CCCC3)C2(C)C)no1 was read as SNCA expr inhib -15%[87.6 µM], HEK cytotox inconclusive, Luciferase inh 5%[172 µM], NIH3T3 tox inconclusive, HEK293 viab -14%[87.6 µM], GPT2 inh -11%[88.5 µM] and IP6K1 inhibitor -5.
COCCNc1ccc2nnc(-c3ccc(C)cn3)n2n1 was read as SNCA expr inhib -15%[87.6 µM], HEK cytotox -4%[230 µM], Luciferase inh -1%[230 µM], NIH3T3 tox 112µM*, HEK293 viab 2%[87.6 µM], GPT2 inh 3%[88.5 µM] and IP6K1 inhibitor -18.
Screening O=S(=O)(c1cccc2c(Cl)cccc12)N1CCCNCC1 returned SNCA expr inhib 40%[activator], HEK293 viab 5% and GPT2 inh 1%.
Oc1ccc(CN2CCCCC2c2nc(CCOCC3CC3)no2)cc1 (centres undefined) was read as SNCA expr inhib 3%, HEK cytotox inconclusive, Luciferase inh 2%, NIH3T3 tox -22%, HEK293 viab -4%, GPT2 inh inactive and IP6K1 inhibitor 4.
`CC(C)(N)C(=O)N1CCC(n2nccc2NC(=O)c2ccccc2)CC1` gave SNCA expr inhib -17%, HEK cytotox -3%, Luciferase inh -7%, NIH3T3 tox -2%, HEK293 viab -2%, GPT2 inh -1% and IP6K1 inhibitor -12.
Screening CCS(=O)(=O)Nc1ccc(C2(C(=O)NCc3cccs3)CCCCC2)cc1 returned SNCA expr inhib -27%, HEK cytotox inconclusive, Luciferase inh -5%, NIH3T3 tox -23%, HEK293 viab -8%, GPT2 inh -7% and IP6K1 inhibitor 19.
`O=C(CCc1cc2n(n1)CCN(C(=O)c1ccc[nH]1)C2)N1CCOCC1` gave SNCA expr inhib -7%, HEK cytotox 1%, Luciferase inh 9%, NIH3T3 tox -9%, HEK293 viab 0%, GPT2 inh 4% and IP6K1 inhibitor 10.
For CS(=O)(=O)Nc1ccc(C2(C(=O)NCc3ccc(F)c(Cl)c3)CCCCC2)cc1 the results were SNCA expr inhib -10%, HEK cytotox inconclusive, Luciferase inh 4%, NIH3T3 tox inconclusive, HEK293 viab -2%, GPT2 inh inactive and IP6K1 inhibitor -2.
Screening CN(CC1CCOCC1)C(=O)Nc1cc(F)c(F)c(F)c1 returned SNCA expr inhib 4%, HEK cytotox -1%, Luciferase inh 0%, NIH3T3 tox -8%, HEK293 viab 3%, GPT2 inh 0% and IP6K1 inhibitor 21.
Screening N[C@@H]1CN(c2ncccn2)C[C@H]1CO returned SNCA expr inhib -9%, HEK cytotox inconclusive, Luciferase inh 1%, NIH3T3 tox -6%, HEK293 viab 0%, GPT2 inh 0% and IP6K1 inhibitor 6.
For Cc1cnc(C(=O)NC2C[C@H]3CC[C@@H](C2)N3C(=O)c2cnccc2C)cn1 (some centres undefined) the results were SNCA expr inhib -13%, HEK cytotox inactive, Luciferase inh 1%, NIH3T3 tox inactive, HEK293 viab 5%, GPT2 inh inactive and IP6K1 inhibitor -5.
Screening O=C(c1ccccc1)N1CCC2(C1)C(=NC1CCCC1)NC(=O)N2c1cccnc1 (centres undefined) returned SNCA expr inhib 44%&-2%[activator], HEK cytotox 2%&-7%, Luciferase inh 3%, NIH3T3 tox 0%&-22%, HEK293 viab 5%&1%, GPT2 inh -2%&3% and IP6K1 inhibitor 10&6.
CCOc1cccc(CNC(=O)C2CCCCC(=O)N2Cc2cccc(OC)c2)c1 (centres undefined) was read as SNCA expr inhib -19%, HEK cytotox inconclusive, Luciferase inh -1%, NIH3T3 tox inconclusive, HEK293 viab -9%, GPT2 inh inconclusive and IP6K1 inhibitor 6.
O=C(NC[C@H]1Cn2c(-c3ccc(Cl)cc3)cnc2CO1)c1cccnc1 was read as SNCA expr inhib -10%[87.6 µM], HEK cytotox 22µM*, Luciferase inh inconclusive, NIH3T3 tox inconclusive, HEK293 viab -13%[87.6 µM], GPT2 inh inconclusive and IP6K1 inhibitor 16.
Screening CC(C)CC(=O)NCCc1noc(C2CC2)n1 returned SNCA expr inhib 3%, HEK cytotox -4%, Luciferase inh 2%, NIH3T3 tox inactive, HEK293 viab 3%, GPT2 inh -1% and IP6K1 inhibitor 13.
For COc1cccc(N2CCN(C(=O)CCC[C@H]3NC[C@@H]4C[C@H]3CN(Cc3ccccc3)C4)CC2)c1 the results were SNCA expr inhib -9%, HEK cytotox inconclusive, Luciferase inh -13%, NIH3T3 tox inconclusive, HEK293 viab 3%, GPT2 inh inconclusive and IP6K1 inhibitor -26*.
For Cc1ccc(NC(=O)N2CCCCC2c2nc(CCOCC3CCCC3)no2)cc1C (centres undefined) the results were SNCA expr inhib -11%, HEK cytotox inconclusive, NIH3T3 tox inconclusive, HEK293 viab -11%, GPT2 inh inactive and IP6K1 inhibitor 1.
`COc1cc(NC(=O)NC[C@H]2O[C@@H](CO)[C@@H](O)[C@@H]2N(C)Cc2ccccc2)cc(OC)c1` gave SNCA expr inhib 26%, HEK cytotox -10%, Luciferase inh 1%, NIH3T3 tox -13%, HEK293 viab 6%, GPT2 inh inactive and IP6K1 inhibitor -10.
CC(=O)C1=C(O)C=C2Oc3c(C(C)=O)c(O)c(C)c(O)c3[C@]2(C)C1=O was read as HEK293 viab -1%, GPT2 inh inconclusive and IP6K1 inhibitor 20.
For Cc1ccc(CN2CCC3(CC2)CN(C2CCC2)CC3CO)o1 (centres undefined) the results were SNCA expr inhib 23%, HEK cytotox inconclusive, Luciferase inh -2%, NIH3T3 tox inconclusive, HEK293 viab 7%[12.5 µM], GPT2 inh 2% and IP6K1 inhibitor 12.
For Cc1ccc(-c2ccc3nnc(CNC(=O)c4ccc(N(C)C)cc4)n3n2)cc1C the results were SNCA expr inhib -13%, HEK cytotox 4%, Luciferase inh 2%, NIH3T3 tox inactive, HEK293 viab -8%, GPT2 inh inactive and IP6K1 inhibitor -8.
Screening COCCNC(=O)CNC(=O)c1ccc(-c2cccc(C(F)(F)F)c2)cc1 returned SNCA expr inhib 0%, HEK cytotox inconclusive, NIH3T3 tox inconclusive, HEK293 viab -2%[12.5 µM], GPT2 inh inactive and IP6K1 inhibitor 2.
`Cc1oc(-c2ccc(Cl)cc2)nc1CSCC(=O)NCc1ccccc1Cl` gave SNCA expr inhib -14%, HEK293 viab 9% and IP6K1 inhibitor 8.
`CC(=O)OC[C@@]12[C@H](O)C[C@@H](C)[C@]3(C[C@@H](c4ccoc4)OC3=O)[C@H]1C[C@H](O)C[C@]21CO1` gave HEK293 viab -7%[23.9 µM], GPT2 inh inactive and IP6K1 inhibitor 1.
Screening O=S(=O)(C1CC1)N1CCC(Cc2noc(-c3ccccc3)n2)C1 (centres undefined) returned SNCA expr inhib 85%[activator], HEK cytotox -21%, Luciferase inh -24%, NIH3T3 tox -24%, HEK293 viab -2%, GPT2 inh inactive and IP6K1 inhibitor 6.
Screening COc1cc2c(cc1Cn1cc(-c3nccn3C)nn1)CCC2 returned SNCA expr inhib 22%, HEK cytotox inconclusive, Luciferase inh -5%, NIH3T3 tox -36%, HEK293 viab -6%, GPT2 inh inactive and IP6K1 inhibitor 11.

Overlap with the part before: two compounds, followed by the next part.
Screening O=S(=O)(C1CC1)N1CCC(Cc2noc(-c3ccccc3)n2)C1 (centres undefined) returned SNCA expr inhib 85%[activator], HEK cytotox -21%, Luciferase inh -24%, NIH3T3 tox -24%, HEK293 viab -2%, GPT2 inh inactive and IP6K1 inhibitor 6.
Screening COc1cc2c(cc1Cn1cc(-c3nccn3C)nn1)CCC2 returned SNCA expr inhib 22%, HEK cytotox inconclusive, Luciferase inh -5%, NIH3T3 tox -36%, HEK293 viab -6%, GPT2 inh inactive and IP6K1 inhibitor 11.
`CN(Cc1ccccc1)C(=O)CSc1nc2ccsc2c(=O)n1-c1ccc(F)cc1` gave SNCA expr inhib -14%, HEK293 viab inconclusive and IP6K1 inhibitor 19.
Screening COc1cccc(C(O)c2nc(C(=O)Nc3ccc4c(c3)OCC(=O)N4)c(C)o2)c1 (centres undefined) returned SNCA expr inhib 6%[87.6 µM], HEK cytotox inconclusive, Luciferase inh inconclusive, NIH3T3 tox inconclusive, HEK293 viab -24%[87.6 µM], GPT2 inh inactive and IP6K1 inhibitor -6.
For CCOC(=O)c1c(C)[nH]c(C)c1S(=O)(=O)N1CCC(C(=O)N2CCN(c3ccccc3)CC2)CC1 the results were SNCA expr inhib 28%, HEK293 viab 12% and IP6K1 inhibitor 4.
For Cc1ccc(-n2ncc(C(=O)NC3CCN(Cc4ccccc4)CC3)c2C2CCN(C(=O)OC(C)(C)C)CC2)cc1C the results were SNCA expr inhib -3%, HEK293 viab -25% and IP6K1 inhibitor 16.
O=C([C@H]1C[C@H](Oc2ccccc2)CN1Cc1ccc2[nH]ccc2c1)N1CCOCC1 was read as SNCA expr inhib -19%, HEK cytotox -28%, Luciferase inh 2%, NIH3T3 tox -27%, HEK293 viab -13%, GPT2 inh inactive and IP6K1 inhibitor 28.

Of the compounds above, these contain a thiophene ring, fused or not:
For O=C(Cn1c(=O)n(-c2ccc(F)cc2)c(=O)c2sc3ccccc3c21)NC1CCCCC1 the results were SNCA expr inhib 24%, HEK293 viab -30% and IP6K1 inhibitor -1.
Screening CCS(=O)(=O)Nc1ccc(C2(C(=O)NCc3cccs3)CCCCC2)cc1 returned SNCA expr inhib -27%, HEK cytotox inconclusive, Luciferase inh -5%, NIH3T3 tox -23%, HEK293 viab -8%, GPT2 inh -7% and IP6K1 inhibitor 19.
`CN(Cc1ccccc1)C(=O)CSc1nc2ccsc2c(=O)n1-c1ccc(F)cc1` gave SNCA expr inhib -14%, HEK293 viab inconclusive and IP6K1 inhibitor 19.
